# Screening results (PubChem BioAssay)
# TDP1 cell noCPT = qHTS for Inhibitors of human tyrosyl-DNA phosphodiesterase 1 (TDP1): qHTS in cells in absence of CPT. DT40 Tdp1-/- hTDP1 cells, no CPT, ATP luminescence, 48 h. Potency, µM (titrated, usually from 46.2 µM), for inactives: top-dose activity change, negative = growth inhibition, actives largely listed as inhibitors. hit rate 15% among 420,000; also: nearly all actives have a fitted effect of over 55% in size
#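 DT40 Tdp1-/-;hTDP1 cells, no CPT (DMSO vehicle only), 400 cells/well; compounds pin-transferred; ≥48 hr, 37 °C; CellTiter-Glo 30 min RT dark, luminescence read.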
# GCN5L2 inh = qHTS Assay for Inhibitors of GCN5L2. GCN5L2 HAT assay, ThioGlo1 CoA-SH fluorescence. Potency, µM (top dose mostly 58.9 µM), for inactives: at the highest dose activity change, negative = inhibition, usual class: inhibitors. hit rate 0.21% among 390,000. AID 504327, 2011
# Target sequence (Q92830 whole entry, looked up): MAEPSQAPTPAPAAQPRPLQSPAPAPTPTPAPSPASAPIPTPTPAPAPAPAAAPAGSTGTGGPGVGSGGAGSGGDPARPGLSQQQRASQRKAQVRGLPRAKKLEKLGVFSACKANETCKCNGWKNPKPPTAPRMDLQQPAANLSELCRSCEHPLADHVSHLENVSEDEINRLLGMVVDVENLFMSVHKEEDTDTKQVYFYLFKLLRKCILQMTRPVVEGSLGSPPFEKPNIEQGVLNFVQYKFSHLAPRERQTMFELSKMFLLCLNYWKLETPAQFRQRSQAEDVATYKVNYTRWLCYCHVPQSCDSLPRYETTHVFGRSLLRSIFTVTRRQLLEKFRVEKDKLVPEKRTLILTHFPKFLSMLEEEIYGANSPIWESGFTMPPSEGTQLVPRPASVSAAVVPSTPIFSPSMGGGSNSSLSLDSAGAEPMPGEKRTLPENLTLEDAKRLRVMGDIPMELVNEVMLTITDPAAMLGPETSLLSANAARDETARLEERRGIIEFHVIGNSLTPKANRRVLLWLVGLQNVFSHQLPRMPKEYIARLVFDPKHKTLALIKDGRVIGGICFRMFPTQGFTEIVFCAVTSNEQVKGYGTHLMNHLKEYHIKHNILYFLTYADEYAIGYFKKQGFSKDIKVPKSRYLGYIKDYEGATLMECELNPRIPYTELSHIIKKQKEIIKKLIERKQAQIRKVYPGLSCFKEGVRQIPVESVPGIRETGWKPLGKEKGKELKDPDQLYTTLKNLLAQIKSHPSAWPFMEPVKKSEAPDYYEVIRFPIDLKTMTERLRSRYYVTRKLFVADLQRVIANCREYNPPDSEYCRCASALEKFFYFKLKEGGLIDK
#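 Titration-based screen in which CoA formation is detected via maleimide probe ThioGlo1 (50uM) turning fluorescent on thiol reaction; substrates H3(1-25) 75uM and acetyl-CoA 70uM, GCN5L2 20nM, 20 min incubation at room temperature.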
# DT40 TDP1 CPT = qHTS for Inhibitors of human tyrosyl-DNA phosphodiesterase 1 (TDP1): qHTS in cells in presence of CPT; chicken DT40 Tdp1-/-;hTDP1 cells + 20 nM CPT, ATP luminescence, 48 h; Potency, µM (series often up to 46.2 µM), for the others: at the highest dose activity change, negative = growth inhibition, usual class: inhibitors; hit rate 12% among 420,000; also: nearly all actives have a fitted effect of over 55% in size
#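 Chicken DT40 Tdp1-/- cells complemented with human TDP1, 400 cells/well, exposed to compounds plus 20 nM camptothecin for at least 48 h at 37 C; viability read as ATP content by CellTiter-Glo luminescence.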
# * hit, by the source's call; ? = inconclusive; . = no result given; & = joins results of further samples; [ ] = remark or other dose. Calls follow the shape of the dose curve; as a rule, active = well fitted curve in the direction sought with a large enough effect; inconclusive = small, poorly fitted or top-dose-only effect, or another doubt; inactive = no such curve, though single readings can be large; an effect the other way counts as inactive or inconclusive. % is scaled to controls: 0 for no effect and ±100 for the full control effect; potency is read from the fitted curve at half-maximal effect.
# Values run as follows: TDP1 cell noCPT, GCN5L2 inh, DT40 TDP1 CPT
Cn1c(C(=O)N2CCN(Cc3ccc4c(c3)OCO4)CC2)cc2sccc21
→ ?, -3.7%, ?
Cc1ccc(NC(=O)c2ccc(Cl)cc2Cl)cc1O
→ -24.2%, 1.1%, ?
Cc1ccc(CNC(=O)C2CCC(=O)N2C2CCCCC2)cc1 (stereo unspecified)
→ -8.7%, -3.2%, -8.6%
COc1ccc(-c2nnc(SCC(=O)Nc3ccccc3)n2C)cc1
→ -18.5%, -3.1%, 0.3%
CS(=O)(=O)c1ccc2nc(NC(=O)Nc3ccc(Cl)c(Cl)c3)sc2c1
→ 9.2µM*, -4.5%, ?
Cc1ccc2c(CC(=O)Nc3ccc(S(=O)(=O)Nc4nc(C)cc(C)n4)cc3)coc2c1
→ ?, -0.9%, ?
CN(CC(=O)Nc1sccc1C(N)=O)S(=O)(=O)c1ccc(Cl)cc1
→ ?, -2.1%, ?
CC1CC(C)CN(CCCNC(=O)Cn2ncc3c([nH]c4ccccc43)c2=O)C1 (stereo unspecified)
→ -5.6%, -8.2%, 0.7%
CCOc1ccc(C(C)NC(=O)C2CCN(S(=O)(=O)c3ccc(OC)cc3)CC2)cc1OCC (stereo unspecified)
→ 6.5%, ., 14.1%
COc1ccc(-c2cc(=O)c3cc(OC)ccc3o2)cc1
→ -21.3%&-26.0%, -26.4%&-2.2%, 3.8%&-22.0%
CCOC(=O)N1CCN(C(=O)COC(=O)CNC(=O)c2ccc(OCC)c(OCC)c2)CC1
→ -7.2%, 0.6%, -8.9%
COc1ccc(N2C(=S)N=C(Nc3cccc(C)c3)C23CCCCC3)cc1
→ -26.0%, 1.9%, 6.51µM*
O=S(=O)(c1ccc(-n2cnnn2)cc1)N(C1CCCCC1)C1CCCCC1
→ ?, -2.0%, -4.3%
Cc1ccc(C)c(OC(=O)C2CSC3(C)CCC(=O)N23)c1C (stereo unspecified)
→ ?, 0.9%, -15.2%
Cc1cccc(CNC(=O)c2c3n(c(C)cc2=O)-c2ccccc2SC(c2sccc2C)C3)n1 (stereo unspecified)
→ -13.5%, ., -4.8%[9.04 µM]
CN(C)c1ccc(C(=O)OCC(=O)NC2CCCCC2)cc1
→ ?, ?, ?
COC(=O)/C(=C\C(=O)c1ccc([N+](=O)[O-])cc1)Nc1ccc(OC)cc1
→ ?, -10.8%, 3.2%
O=C1N=C(N2CCCC2)CN1c1ccccc1
→ -7.4%, -2.3%, ?
CCOCc1cn(CC(=O)c2ccc([N+](=O)[O-])cc2)c(C)nc1=N
→ ?, 2.0%, 23.1µM*
CCOC(=O)c1c(C)oc2nc(C)nc(N3CCN(c4ccccc4F)CC3)c12
→ 7.31µM*, -6.5%, 14.6µM*

# Compounds above with a Cl atom, in the order listed:
# Values run as follows: TDP1 cell noCPT, GCN5L2 inh, DT40 TDP1 CPT
Cc1ccc(NC(=O)c2ccc(Cl)cc2Cl)cc1O
→ -24.2%, 1.1%, ?
CS(=O)(=O)c1ccc2nc(NC(=O)Nc3ccc(Cl)c(Cl)c3)sc2c1
→ 9.2µM*, -4.5%, ?
CN(CC(=O)Nc1sccc1C(N)=O)S(=O)(=O)c1ccc(Cl)cc1
→ ?, -2.1%, ?

# (more compounds)
# Values run as follows: TDP1 cell noCPT, GCN5L2 inh, DT40 TDP1 CPT
O=C(Nc1nccs1)C1CC(=O)N(c2ccc(F)cc2)C1 (stereo unspecified)
→ -7.6%, -4.1%, -12.8%
COc1ccc(CNC(=O)CN(Cc2ccco2)C(=O)CCC(=O)Nc2ccccn2)cc1
→ -13.7%, -15.9%, -0.9%
Cc1ccc(C)c(OCCCCN2CCNCC2)c1C
→ 6.51µM*, -1.2%, 14.6µM*
CN(C)c1cncc(C(=O)O)c1
→ 15.2%, -0.1%, -8.6%
CC1=C(C(=O)N2CCCCCC2)CC(CC(=O)NC2CCCCC2)C(=O)N1Cc1ccccc1 (stereo unspecified)
→ ?, ., ?
COc1cccc(CNC(=O)C(c2ccc(Cl)cc2)C(C)C)c1 (stereo unspecified)
→ -21.1%, -1.0%, -25.6%
Fc1cccc(F)c1/C=N/N1CCOCC1
→ -1.3%, -8.4%, 0.5%
N#C/C(=C\N1CCOCC1)S(=O)(=O)c1ccc(Cl)cc1
→ -7.6%, -1.0%, -4.7%
Nc1nonc1-n1nnc(C(=O)N/N=C/C2CCCCC2)c1-c1ccccc1
→ 6.3%, -4.3%, -15.0%
Nc1c(C(=O)NCCc2ccccc2)nnn1Cc1ccc(Br)cc1F
→ -24.6%, -11.7%, -0.8%
CC(C)c1ccc(NC(=O)C2CC(=O)N(C(C)C)C2)cc1 (stereo unspecified)
→ ?, -22.2%, -1.6%
COCCCNC(=O)CSc1nc2cc3c(cc2c(=O)n1CCCC(=O)NCc1ccc(OC)cc1)OCO3
→ -5.1%&-4.2%, 3.6%&-5.8%, -1.8%&2.1%
O=C(O)COCC(=O)Nc1cc(C(F)(F)F)cc(C(F)(F)F)c1
→ -4.8%, -1.6%, 5.6%
CN(CC(=O)Nc1ccc(N2CCOCC2)cc1)CC(=O)Nc1ccc(Cl)cc1[N+](=O)[O-]
→ 25.9µM*, 0.6%, ?
O=C(Cn1cc2c(n1)CCCC2)NCc1cccs1
→ -15.4%, -16.7%, -26.0%
COc1cccc(OC)c1C(=O)NC(C)CCc1ccccc1 (stereo unspecified)
→ 12.4%, -6.8%, 21.7%
Cc1ccc(C)c(Oc2ccc(S(=O)(=O)N3CCN(C)CC3)cn2)c1
→ ?, 1.5%, -14.1%
COc1ccc(C(=O)N2CCC[C@@]3(CCN(CC(C)C)C3)C2)cc1
→ -15.6%, -11.5%, 7.0%
COc1ccc(CNC(=O)C(c2ccco2)N(C(=O)c2snc(C(N)=O)c2N)c2cccc(OC)c2)cc1 (stereo unspecified)
→ -10.6%, -6.4%, 7.0%
COc1cc(N=c2ssnc2Cl)cc(OC)c1
→ 13µM*, 22.4µM*, 10.3µM*

# More records.
# Values run as follows: TDP1 cell noCPT, GCN5L2 inh, DT40 TDP1 CPT
COc1ccc(S(=O)(=O)NC(=O)C2(C)CCN2C(=O)CCc2ccc(Cl)cc2Cl)cc1 (stereo unspecified)
→ -16.9%, ., -15.0%
Nc1ccc(C(=O)Nc2ccc(Nc3ccncc3)cc2)c([N+](=O)[O-])c1
→ -8.5%, ., -21.1%
CCN1C2OC3OC4C(OC3OC2N(CC)S1(=O)=O)N(CC)S(=O)(=O)N4CC (stereo unspecified)
→ -14.2%, 0.0%, 11.9%
On1onc2c3cc(-c4ccccc4)nc3ccc21
→ 5.17µM*, -5.3%, 2.91µM*
CCOc1ccc(/C=C(\C(=O)O)c2ccc(S(=O)(=O)N3CCCCC3)s2)cc1OC
→ 8.1%, -8.1%, 8.1%
COc1ccc(NC(=O)CCNS(=O)(=O)c2cccc3nsnc23)cc1
→ 1.1%&-14.8%, -8.6%&-10.8%, -8.8%&-22.2%
COc1ccccc1CNC(=O)c1nnc(Cc2ccc(Cl)cc2)o1
→ ?, -2.8%, ?
O=C(O)c1ccccc1/C=N/Nc1ccc(S(=O)(=O)N2CCOCC2)cc1[N+](=O)[O-]
→ 15.8%, -2.4%, -2.5%
COc1ccc(-c2ccc3c(c2)[C@@H]2C[C@H](N(C)C(=O)Nc4ccccc4)[C@H]([C@H](C)O)C(=O)N2CC3)cc1
→ ?, ., ?
O=C1NN(c2ccccc2)C(=O)/C1=C/c1ccc(-c2cccc(C(=O)O)c2)o1
→ 4.8%, -4.6%, -25.8%
N#Cc1ccccc1-c1ccc2ncnc(NCc3cccs3)c2c1
→ ?, -7.6%, ?
CCCCCCCCNCCS(=O)(=O)NCc1ccc(OC)cc1
→ ?, ., ?
CC1CC(=O)N(c2ccc(NCc3ccc(Cl)cc3)c([N+](=O)[O-])c2)C1=O (stereo unspecified)
→ ?, -2.7%, ?
CN(Cc1ccccc1)c1ccc(C(=O)O)cc1[N+](=O)[O-]
→ -3.5%, 16.1%, -0.7%
COc1cc(CNc2ccc(N3CCOCC3)c(C(=O)O)c2)ccc1OCC(N)=O
→ -7.1%, 1.1%, -20.6%
CCOC(=O)C1CCN(C(=O)CSc2n[nH]c(=O)[nH]c2=O)CC1
→ -1.6%, -9.6%, -3.1%
CCCOc1ccc(C(=O)N/N=C/c2ccc(-c3ccc(S(=O)(=O)Nc4ncccn4)cc3)o2)cc1
→ 0.1%, ?, -20.3%
O=C([C@@H]1Cc2ccccc2CN1)N1CCN(Cc2ccccc2)CC1
→ -0.1%, 0.6%, -8.5%
CCOc1cc(C2c3c(oc4cc(C)cc(C)c4c3=O)C(=O)N2CCO)ccc1O (stereo unspecified)
→ ?, -1.8%, -25.5%
NC(=O)c1ccsc1NC(=O)CSc1nnc(C2CC2)n1Cc1ccccc1
→ ?, -8.5%, -24.9%

# Carrying on:
# Values run as follows: TDP1 cell noCPT, GCN5L2 inh, DT40 TDP1 CPT
Cc1ccc(NS(=O)(=O)c2cccc(C(=O)O)c2)cc1S(=O)(=O)N1CCOCC1
→ -1.2%, 0.3%, -15.4%
Cc1ccc(OCC(=O)Nc2ccc(S(=O)(=O)Nc3cc(C)on3)cc2)c(Br)c1
→ -22.7%, 2.1%, -8.0%
COC(=O)c1c(NC(=O)CSc2ccccc2N)sc(C)c1C
→ ?, -8.3%, ?
O=C(CN1CCN(S(=O)(=O)c2ccc(Br)s2)CC1)NCC1CCCCC1
→ ?, ., -22.5%
COc1ccc(S(=O)(=O)NCCC(=O)NC(C)c2ccccc2)cc1 (stereo unspecified)
→ -4.7%, -6.4%, 14.1%
O=C(Cc1ccc(-c2ccccc2)cc1)NCc1ccccc1
→ 0.461µM*, -0.5%, 0.517µM*
COC(=O)[C@@]1(Sc2ccc(C)cc2)CC(=O)N[C@@H]1c1ccc(C(F)(F)F)cc1
→ 20.6µM*, ., 14.6µM*
CC1CCN(C(=O)CSc2n[nH]c(-c3cccs3)n2)CC1
→ 0.3%, 0.9%, -7.4%
O=C(NC1(C(F)(F)F)NC(=O)N(c2ccc(F)c(Cl)c2)C1=O)c1ccncc1 (stereo unspecified)
→ -18.2%, -4.1%, -16.5%
COc1ccc(CNC(=S)N/N=C(\C)c2ccc(OC)cc2)cc1
→ 5.17µM*, -3.1%, 11.6µM*
COC(=O)Cc1ccc(OCc2ccc(Cl)nc2)cc1
→ -25.8%, -9.1%, 0.7%
CC(=O)Oc1cc2c(C(=O)NCc3ccncc3)c(C)oc2c2ccccc12
→ ?, 7.3%, ?
COC(=O)CCCn1cc(CN2CC(N(C)C)CS2(=O)=O)nn1 (stereo unspecified)
→ -21.0%, ., 3.9%
O=C(CN1C(=O)S/C(=C\c2ccc(C(=O)O)cc2)C1=O)Nc1ccccc1
→ -1.0%, -0.9%, -2.2%
O=C(CNC(=O)c1ccc2c(c1)OCO2)NCc1cccs1
→ 1.8%, 0.1%, -3.8%
Cc1ccc(-c2nc3ccccc3o2)cc1NC(=O)C(C)Oc1ccccc1 (stereo unspecified)
→ -14.2%, ., 1.2%
CC(O)(CC(=O)CC(=O)c1ccccc1)c1ccccc1 (stereo unspecified)
→ ?, ., ?
CCCC(=O)Nc1ccc(OCC(=O)OC)cc1
→ 3.5%, 1.2%, -0.9%
O=C(NCCCl)Nc1ncn[nH]1
→ -10.6%, ., -20.0%
O=C(COc1ccc(Cl)cc1)NCC(c1cccs1)S(=O)(=O)c1ccc(F)cc1 (stereo unspecified)
→ ?, -3.0%, ?

# New compounds follow
# Values run as follows: TDP1 cell noCPT, GCN5L2 inh, DT40 TDP1 CPT
O=c1c2cnn(-c3ccc(F)cc3)c2ncn1Cc1cccnc1
→ ?, 0.2%, -13.4%
O=C(c1ccco1)N1CCN(C(=O)C2CC(c3ccccc3F)=NO2)CC1 (stereo unspecified)
→ 8.7%, 0.2%, 0.0%
O=c1[nH]c2ccc(Cl)cc2c(-c2ccccc2)c1[N+](=O)[O-]
→ -23.2%, 1.4%, -24.6%
O=C(NC(c1ccccc1)c1ccccc1)c1cccc(S(=O)(=O)NCc2ccccc2)c1
→ ?, -5.6%, ?
Cc1ccc(CNC(=O)c2ccc3c(c2)c(C)c(C)n3Cc2ccc(Cl)cc2)o1
→ 5.17µM*, 3.9%, ?
Cc1ccc(CN2CCc3nnc(C(C)NC(=O)c4cc(F)ccc4F)n3CC2)o1 (stereo unspecified)
→ -8.1%, ., 11.5%
CCC(=O)N1C(Cc2ccccc2)COC1(C)C (stereo unspecified)
→ -1.8%, -5.0%, 10.9%
CCc1ccc(/C(C)=N/NC(=O)C(O)c2ccccc2)s1 (stereo unspecified)
→ -19.5%, ., 20.3%
S=C(NCCc1ccccn1)Nc1cc(Cl)cc(Cl)c1
→ -16.3%, 0.1%, -27.0%

# A portion of the library, so the mix of outcomes need not match the whole.
